Assay outcomes deposited in PubChem BioAssay by several laboratories.
PMI act satM6P: PMI (human) activation, high substrate; coupled PMI enzyme assay, resazurin fluorescence, 20 min; active compounds read high; 1 = untreated enzyme, 0 = substrate-free blank; 190,000 tested, 0.34% active; activation factor at 20 µM; AID 1216; P34949;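 active = activation factor of 2 or more at 20 µM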
Target sequence (P34949 whole entry, looked up): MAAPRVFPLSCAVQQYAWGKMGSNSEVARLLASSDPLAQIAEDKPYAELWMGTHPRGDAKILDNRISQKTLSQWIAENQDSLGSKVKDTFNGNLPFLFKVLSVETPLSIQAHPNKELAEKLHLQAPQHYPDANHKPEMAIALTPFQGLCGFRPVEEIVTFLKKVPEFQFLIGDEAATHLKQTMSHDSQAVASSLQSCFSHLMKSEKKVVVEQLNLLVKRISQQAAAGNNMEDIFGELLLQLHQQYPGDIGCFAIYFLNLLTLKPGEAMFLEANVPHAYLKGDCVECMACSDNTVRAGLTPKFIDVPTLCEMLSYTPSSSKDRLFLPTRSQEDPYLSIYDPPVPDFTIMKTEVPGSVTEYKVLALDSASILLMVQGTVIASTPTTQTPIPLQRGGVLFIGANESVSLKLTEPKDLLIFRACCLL
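Material: human phosphomannose isomerase with PGI, G6PDH, diaphorase coupling enzymes; amount: PMI at 15 ng/mL final; also added: Mannose-6-phosphate 1.0 mM (near-saturating) plus 0.22 mM NADP+; incubation: enzyme reaction with compound 20 min at room temperature; signal: resorufin fluorescence (Ex 544/Em 590 nm) from resazurin via diaphorase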
G6PDH CS: inhibits Leuconostoc G6PDH, flagging false hits in G6PDH-based assays; AID 1020; 200,000 tested, 0.12% active; inhibition, % at 5 µM; Purified L. mesenteroides G6PDH, diaphorase/resazurin coupled fluorescence, 45 min; in the data active = inhibition above about 50%
TR-FRET SRC-2 ct: TR-FRET artefact, counter-screen to PPARgamma/SRC-2 agonist assay | active compounds read high | TR-FRET ratio at 8 µM | 200,000 tested, 0.4% active; in the data active = TR-FRET ratio above about 2000; also: inactives centre near 1500
PMI activator: phosphomannose isomerase (human) activation; purified human PMI, coupled resazurin fluorescence, 20 min; active compounds read high; 1 = vehicle control, 0 substrate-free wells; activation factor at 20 µM; 190,000 tested, 0.005% active; P34949; AID 1214;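 active = activation factor of 2 or more at 20 µM, relative to plate controls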
S1P3 antag: S1P3 (human) receptor antagonism; Q99500; CHO S1P3 NFAT-BLA reporter, FRET fluorescence, antagonist mode; inhibition, % at 4.98 µM; 170,000 tested, 0.27% active;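 active = inhibition above the plate cutoff, the mean inhibition of test wells on that plate plus 3 SD, cut at about 28% in these data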;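 also: cells challenged with S1P at its EC80 of 0.8 µM; blue over green emission ratio from cleaved BLA substrate after 4 h stimulation; 0% = S1P-stimulated wells and 100% = unstimulated DMSO-only wells; some compounds past the cut are filed as inactive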
ROMK mod: modulates human ROMK potassium channel activity | P48048 | Tet-inducible ROMK, thallium flux fluorescence; actives lie on both sides | B-score at 10 µM | 130,000 tested, 2% active | AID 1918;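 active = signal ratio slope over the read window, or its plate-corrected B-score, at least 3 SD from the plate mean, either direction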;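 also: B-score of the F/F0 ratio slope over 7 to 12 s after thallium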
Target sequence (P48048 whole entry, looked up): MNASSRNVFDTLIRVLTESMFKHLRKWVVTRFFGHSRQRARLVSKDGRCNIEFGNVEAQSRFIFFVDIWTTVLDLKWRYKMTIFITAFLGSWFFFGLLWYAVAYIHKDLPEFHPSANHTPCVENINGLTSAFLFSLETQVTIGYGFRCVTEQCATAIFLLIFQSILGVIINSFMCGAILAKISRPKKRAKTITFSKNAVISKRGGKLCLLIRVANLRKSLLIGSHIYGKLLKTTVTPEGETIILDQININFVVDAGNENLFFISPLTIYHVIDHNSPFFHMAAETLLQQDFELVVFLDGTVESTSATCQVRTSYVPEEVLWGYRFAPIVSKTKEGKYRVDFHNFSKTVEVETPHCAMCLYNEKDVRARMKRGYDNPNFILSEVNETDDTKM
PPARg SRC1 recr: PPARgamma-driven SRC-1 recruitment agonism; 200,000 tested, 0.41% active; activation, % at 8 µM; P37231; PPARgamma-SRC-1 coactivator recruitment biochemical assay; in the data active = activation above about 19%;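 also: 0% = DMSO and 100% = reference agonist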
PPARg SRC3 recr: promotes SRC-3 coactivator recruitment by human PPARgamma; P37231; biochemical PPARgamma/SRC-3 coactivator recruitment assay; activation, % at 8 µM; 200,000 tested, 0.26% active; AID 731; in the data active = activation above about 23%;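 also: 0% = DMSO and 100% = reference agonist; some compounds past the cut are filed as inactive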
Diaph inh CS: diaphorase inhibition or chemical oxidation counter-screen; inhibition, % at 20 µM; 190,000 tested, 0.69% active; diaphorase resazurin-to-resorufin fluorescence, NADH, 16 min; bacterial (C. kluyveri) enzyme, not human;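 active = primary screen inhibition at 20 µM above a set limit, cut at about 50% in these data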;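 also: plate controls were DMSO with full reaction for no effect and wells lacking NADH for full effect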
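Assay system: diaphorase enzyme from Clostridium kluyveri; Input: enzyme working solution with 0.14 U/mL diaphorase; Timing: 16 min at room temperature; Technique: resorufin fluorescence, excitation 544 nm, emission 590 nm; Benchmarks: positive control minus NADH, DMSO neutral control.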
PPARg SRC-2 ag: promotes SRC-2 coactivator recruitment by human PPARgamma; P37231; PPARgamma LBD-SRC-2 recruitment, biochemical; activation, % at 8 µM; 200,000 tested, 0.34% active; in the data active = activation above about 22%;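 also: 0% = vehicle and 100% = reference agonist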
Diaphorase act: diaphorase activation or chemical reduction counter-screen; Diaphorase/resazurin coupled assay, resorufin fluorescence, 16 min; active compounds read high; 1 = vehicle wells, 0 = NADH-free wells; activation factor at 20 µM; 190,000 tested, 0.005% active; AID 1229;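 active = diaphorase activity raised at least twofold by the compound at 20 µM; inactive = activation factor below 2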
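Material: Purified diaphorase enzyme from Clostridium kluyveri | Buffer or medium: 50 mM HEPES pH 7.4 with 4.542 mM MgCl2, 0.005% Tween 20 | Times: 16 min enzyme reaction, ambient temperature | Signal: Red resorufin fluorescence at 544/590 nm excitation/emission | Measure: Increased resorufin signal from activators or reducing compounds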
* hit, by the source's call; . = not tested or not shown.

SMILES	PMI act satM6P	G6PDH CS	TR-FRET SRC-2 ct	PMI activator	S1P3 antag	ROMK mod	PPARg SRC1 recr	PPARg SRC3 recr	Diaph inh CS	PPARg SRC-2 ag	Diaphorase act
Fc1ccccc1-n1c(-c2ccc3ccccc3n2)n[nH]c1=S	1	22.6	1368	1	12.5	-0.0328	3.2	2.8	22.7	4.0	0.8
O=C(O)CSc1c(O)c2ccccc2[nH]c1=O	1	36.1	1403	1.1	0.9	0.248	-9.5	-2.9	43.7	-6.2	0.6
O=C(c1cccc(Cl)c1)N1CCC(c2nc3ccccc3[nH]2)CC1	1.2	-2.5	1432	1.2	-2.1	0.131	7.7	5.0	-8.8	0.3	1.1
O=C(Nc1nc(-c2cc3ccccc3oc2=O)cs1)c1ccco1	1	-81.8	1797	0.9	-3.1	.	9.3	8.1	17.2	2.9	0.8
CCOc1cc(C(=O)NCC(=O)N/N=C/c2sccc2C)cc(OCC)c1OCC	1	1.7	1597	1	-3.5	0.0857	-1.4	3.2	-1.5	3.5	1
Cc1ccc(NC(=S)N(Cc2cccc(Br)c2)CC2CCC(C(=O)O)CC2)cc1Cl (stereo not given)	1	7.1	1607	1	-7.7	0.287	11.9	2.7	14.8	-3.7	0.9
CCOC(=O)c1nn(-c2ccc(F)cc2)c(-c2ccccc2)c1C(=O)c1ccccc1	1.1	3.2	1507	1	.	.	-1.9	7.2	-5.4	10.0	1.1
CN(Cc1ccccc1)S(=O)(=O)c1ccc(NC(=S)NC(=O)C2CCCC2)cc1	0.9	3.1	1683	0.9	.	.	5.3	11.2	18.0	8.9	0.8
COc1ccccc1/C=N/NC(=O)CCn1cnc2ccccc21	1	-7.2	1599	0.9	-5.5	.	-1.1	-0.6	10.2	0.3	0.9
C[C@@H]1CCC[C@H](C)N1NC(=O)c1ccc(Cl)c(S(N)(=O)=O)c1	1	10.6	1527	1	-5.9	.	4.8	-5.2	2.8	6.6	1
O=[N+]([O-])c1cc(S(=O)(=O)N2CCCCC2)ccc1NCCCN1CCOCC1	1	4.3	1725	1	-4.8	-0.517	10.9	5.4	7.0	9.7	0.9
CCOC(=O)CSc1nnc(NC(=O)c2cccc(S(=O)(=O)N3CCCCCC3)c2)s1	1.1	4.3	1529	1.1	.	.	-1.7	-0.1	-2.9	5.3	1
O=C(NCc1ccc2c(c1)OCO2)c1ccc(Cl)c(S(=O)(=O)N2CCOCC2)c1	1.1	4.0	1395	1	.	.	0.9	-2.9	3.5	-0.8	1
COc1ccc(CCNC(=O)c2ccc(CNc3c(N4CCOCC4)c(=O)c3=O)cc2)cc1OC	0.9	7.3	1511	0.9	-7.5	.	10.3	-7.2	10.6	-2.9	0.9
Cc1cccc2cc(CNCc3ccccc3)c(Cl)nc12	0.9	9.4	1575	0.9	-5.6	-0.195	3.7	-0.1	15.4	1.5	0.8
O=C(COc1ccc2ccccc2c1Br)N1CCOCC1	0.9	2.0	1613	0.9	15.6	.	-7.6	11.0	18.5	-0.2	0.8
O=c1c(O[C@@H]2O[C@H](CO)[C@H](O)[C@H](O)[C@H]2O)c(-c2ccc(O)c(O)c2)oc2cc(O)cc(O)c12	0.5	28.4	1702	0.4	-3.9	.	4.8	1.3	56.2*	-1.7	0.4
COc1ccc(C(=O)NCc2nnc(SCC(=O)NCc3ccc(F)cc3)o2)cc1	0.9	2.6	1478	0.9	.	-0.913	1.7	-5.9	13.8	-2.4	0.9
CCN1C(=O)CC(N2CCN(c3cccc(OC)c3)CC2)C1=O (stereo not given)	0.9	3.5	1407	0.9	1.2	-0.426	-3.1	-2.5	15.5	-6.8	0.8
Cc1cccc(OCC(=O)NCc2ccncc2)c1C	1	-2.3	1441	0.9	-13.1	.	-5.1	-0.2	4.5	5.3	1
O=C(CN(CC1CCCO1)C(=O)CNS(=O)(=O)c1ccc(F)cc1)NCc1ccco1 (stereo not given)	0.9	11.0	1624	0.9	-8.8	-0.0754	3.6	1.2	7.9	-4.0	0.9
COc1ccc(N2CC(=O)N(c3ccc(OC)c(OC)c3)CC2=O)cc1OC	1	0.9	1595	1	.	0.623	0.9	-1.1	2.6	4.5	1
COCCNC(=O)c1cnn2c1NC(c1ccco1)CC2C(F)(F)F (stereo not given)	0.9	4.4	1547	0.9	.	0.756	-2.5	5.5	21.9	-2.0	0.8
O=C(Nc1ccc(F)cc1F)c1cc(=O)n(-c2ccccc2)c(=O)[nH]1	1	2.6	1365	1.1	-0.9	0.901	-3.5	0.4	10.8	-7.5	0.9
NC(=O)[C@@H]1CCCCNc2c(F)cc([N+](=O)[O-])cc2C(=O)N[C@@H](CCCN=C(N)N)C(=O)NCC(=O)N1	0.9	7.1	1373	1	5.7	-0.477	9.9	4.4	-13.1	0.5	1.1

3 compounds already listed, arranged by their value in ROMK mod, highest first.
molecule	ROMK mod
Cc1ccc(NC(=S)N(Cc2cccc(Br)c2)CC2CCC(C(=O)O)CC2)cc1Cl (stereo not given)	0.287
CCOc1cc(C(=O)NCC(=O)N/N=C/c2sccc2C)cc(OCC)c1OCC	0.0857
Fc1ccccc1-n1c(-c2ccc3ccccc3n2)n[nH]c1=S	-0.0328

Individual results from the entries so far.
PPARg SRC-2 ag result of `O=C(NCc1ccc2c(c1)OCO2)c1ccc(Cl)c(S(=O)(=O)N2CCOCC2)c1` → -0.8
S1P3 antag result of `Cc1ccc(NC(=S)N(Cc2cccc(Br)c2)CC2CCC(C(=O)O)CC2)cc1Cl` (stereo not given) → -7.7

The results go on:
SMILES	PMI act satM6P	G6PDH CS	TR-FRET SRC-2 ct	PMI activator	S1P3 antag	ROMK mod	PPARg SRC1 recr	PPARg SRC3 recr	Diaph inh CS	PPARg SRC-2 ag	Diaphorase act
CC(C)(C)C(=O)n1nc(-c2ccccc2)oc1=O	1	4.7	1348	1	-0.5	-1.77	-8.4	-1.7	8.7	-4.2	0.9
CCN(CC)S(=O)(=O)c1ccc(N2CCOCC2)c(NC(=O)C23CC4CC(CC(Cl)(C4)C2)C3)c1	0.9	4.3	1581	0.9	-12.3	-3.47*	5.4	-1.1	17.4	-0.8	0.8
CC(=O)NCc1ccc(S(=O)(=O)NC(C(=O)O)C(C)C)cc1 (stereo not given)	1.1	-2.0	1437	1.1	0.0	-0.659	0.9	-3.1	2.3	-8.8	1
CN(C)/C=C(\C#N)S(=O)(=O)C(C)(C)C	1	2.5	1686	1.1	2.4	1	4.2	1.4	4.3	0.6	1
Cc1c(NC(=O)CCC2CCCCC2)c(=O)n(-c2ccccc2)n1C	1.3	8.4	1583	1.1	.	0.0772	8.9	1.1	2.3	-2.6	1
CC(Nc1n[nH]c(=O)[nH]c1=O)C(=O)N/N=C/c1cccs1 (stereo not given)	1	-0.8	1690	1	-3.1	0.214	5.9	2.2	18.2	1.7	0.8
O=C(Nc1cccc(Cl)c1)C1CCCN(S(=O)(=O)c2ccc(F)cc2)C1 (stereo not given)	1	0.7	1435	1	.	.	4.1	-1.2	6.3	2.7	0.9
Cc1cccc(C)c1OCC(=O)NCc1nnc(SCC(=O)NC2CCCCC2C)n1C (stereo not given)	0.7	-9.4	1477	0.7	2.5	.	1.6	3.3	16.6	11.7	0.8
O=C(C/C=N/OCc1c(Cl)cccc1Cl)c1ccc(Cl)cc1	0.9	4.0	1445	0.8	.	.	3.5	1.4	7.6	2.8	0.9
CC(=O)N1CCc2c(sc(NC(=O)C3CC3)c2-c2nc3ccccc3s2)C1	1	-48.3	1768	0.9	15.5	.	6.4	3.5	34.7	11.8	0.7
Cc1ccc(N2CCN(/N=C/c3ccccc3[N+](=O)[O-])CC2)cc1	1	-7.2	1703	1	1.9	0.00496	0.9	5.6	-2.0	4.8	1
Cc1nc(SC2CCOC2=O)c2c(C)c(C)sc2n1 (stereo not given)	0.9	3.6	1537	1	.	.	0.2	0.7	19.2	-1.1	0.8
c1ccc2c(c1)CCN2CCN1CCc2ccccc21	1.3	2.7	1484	1.2	5.8	-0.731	-0.4	-6.3	-1.0	0.5	1
CCc1ccc(C(C)NC(=O)/C=C/c2ccc(Br)cc2)cc1 (stereo not given)	1.1	-2.1	1546	1	.	.	-0.3	-1.6	-2.6	8.5	1
COc1ccc(C(=O)Nc2ccc(C)cn2)c(OC)c1	1	-17.9	1472	0.9	.	0.486	4.3	-4.0	16.5	0.9	0.8
Cc1ccc(C)n1Cc1ccccc1Cl	1	2.7	1369	1	2.7	1.06	-6.2	-1.5	-3.2	3.0	1
Cc1nc([N+](=O)[O-])nn1C12CC3CC(CC(Br)(C3)C1)C2	0.5	3.1	1667	0.3	.	-0.0244	5.1	6.9	16.7	11.2	0.8
COc1ccc(-c2nn(C)c(=O)c3ccccc23)cc1NC(=O)COc1ccc(C)cc1	1	3.2	1687	0.9	.	.	7.3	4.3	0.0	6.5	1
Cc1cc(C)cc(NC(=O)C2(c3cccs3)CCOCC2)c1	1	8.0	1405	1	22.3	.	-8.1	-1.5	17.7	-3.0	0.8
CC(=O)Nc1ccccc1C(=O)N1CC2(C)CC1CC(C)(C)C2 (stereo not given)	0.9	11.6	1625	0.9	22.3	0.0422	5.3	6.8	12.2	16.2	0.9
Cc1cc(C)c(S(=O)(=O)c2ccccc2)c(OC(=O)c2c(Cl)cccc2Cl)n1	0.9	-7.0	1461	0.8	.	.	2.4	0.5	35.8	2.4	0.6
C/C(N)=C(/C#N)C(=O)CSc1nnc(COc2cc(C)ccc2C)o1	0.9	3.0	1492	0.9	.	.	-6.3	-2.4	14.4	0.0	0.9
CCOC(=O)Cn1c(=O)oc2cc(S(=O)(=O)NCCc3ccc(OCC)c(OCC)c3)ccc21	1	-6.2	1651	0.9	-1.6	.	10.4	-2.4	18.9	5.9	0.8
NC(=O)C1CCN(C(=O)CSc2ccsc2[N+](=O)[O-])CC1	1	0.0	1526	1	-10.6	-0.00797	7.1	-1.5	3.0	2.4	1
CC(C(=O)N1c2ccc(F)cc2CCC1C)N1C(=O)c2ccccc2C1=O (stereo not given)	0.9	30.6	1465	0.8	-21.2	0.663	-6.1	0.2	17.8	2.0	0.8
COc1ccc(N2CCN(C(=O)CN=C3NS(=O)(=O)C(c4ccc(C)cc4)=C3C)CC2)cc1	0.8	-15.7	1496	0.8	-26.3	.	4.6	-2.3	8.1	3.0	0.9
CCOC(=O)c1ccc(NC(=S)N2CCCC2)cc1	1.1	-3.1	1408	1	5.9	-0.0547	8.7	0.5	5.2	-1.0	0.9
Cc1ccc(CCN2CC(C(=O)NCc3cccnc3)CC2=O)cc1 (stereo not given)	.	.	1606	.	-45.9	.	1.3	-0.6	.	-2.8	.

Rows are unselected, and some 3.3% of all compounds hit somewhere here.
